Pol eta inh: blocks human DNA polymerase eta activity; recombinant Pol eta, fluorescent DNA replication assay; Q9Y253; Potency, µM (doses to about 114 µM), for the others: top-dose activity change, negative = inhibition, usual class: inhibitors; 1.2% of 390,000 active; further: potency means the concentration at half of the fitted maximal effect; on the % scale 0 is the no-effect control and ±100 the full control effect
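Pol eta at 10 nM preincubated with compounds 15 min at room temperature; reaction started with fluorescent substrate (50 nM final) and read kinetically at 0 and 10 min.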
POLK inh: DNA polymerase kappa (human) inhibition; Q9UBT6; purified Pol kappa, fluorescent DNA synthesis assay, 10 min; Potency, µM (doses to about 107 µM), for inactives: top-dose activity, negative = inhibition, most hits filed as inhibitors; 0.53% of 400,000 active; further: potency means the concentration at half of the fitted maximal effect; on the % scale 0 is the no-effect control and ±100 the full control effect
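Kinetic fluorescence screen: compound preincubated 15 min RT with 10 nM enzyme; 50 nM substrate (final) initiates; reads at 0/10 min.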
POLB inh: inhibitors of human DNA polymerase beta; P06746; Pol beta primer extension/strand displacement, fluorescence kinetic; Potency, µM (highest dose often 114 µM), without a hit: at the top dose activity change, negative = inhibition, usual class: inhibitors; 1.3% of 340,000 active; further: potency means the concentration at half of the fitted maximal effect; on the % scale 0 is the no-effect control and ±100 the full control effect
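Reaction started by 50 nM substrate onto compound-treated Pol beta (10 nM, 15 min preincubation, room temperature); plates read at 0 min and 10 min. Normalized concentration-effect data fitted by four-parameter Hill equation.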
GRP78 ERSR act: induces the endoplasmic reticulum stress response in human glioma cells; 0.02% of 420,000 active; AID 602332; U87-MG GRP78 promoter luciferase reporter, 16 h; Potency, µM, for the others: at the top dose activation, actives largely listed as activators; further: potency means the concentration at half of the fitted maximal effect; series mostly up to about 76 µM; % of control where 0% means no effect; nearly all actives have a fitted effect of over 35% in size
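Stably transfected U87-MG human glioma cells carrying a GRP78-based luminescent sensor were seeded at 1000 cells/well, pin-dosed with compounds and incubated 16 h. Luciferase reagent was then added, and end-point luminescence was read after 10 min at room temperature.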
Pol iota inh: blocks human DNA polymerase iota activity; Q9UNA4; Pol iota fluorescent replication assay, 10 min; Potency, µM (highest dose often 115 µM), for inactives: at the highest dose activity, negative = inhibition, hits mostly inhibitors; 1% of 390,000 active; AID 588590; further: potency means the concentration at half of the fitted maximal effect
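Fluorescent replication assay read twice, at 0 min and 10 min after adding 50 nM (final) substrate. Enzyme (10 nM) and compounds were first incubated 15 min at room temperature; enzyme-free buffer wells were negative controls.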
LDHA block: inhibitors of human lactate dehydrogenase A; P00338; purified LDHA, NADH/diaphorase-resazurin fluorescence; hits give low values; activity change, % (values are at about 110 or 230 µM); 0.15% of 480,000 active; AID 1347041; in the data active means activity change below about -30%; inconclusive means mostly about -25% to -30%;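 further: plate controls were DMSO wells for no effect and wells without enzyme for full effect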
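Human LDH5 (2 nM) was incubated with 0.06 mM NADH and 0.2 mM pyruvate for 5 min at room temperature in Tris pH 7.4. Remaining NADH was coupled through diaphorase/resazurin, and resorufin fluorescence was read at 0 and 20 min.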
APEX1 inh: inhibitors of human APE1 endonuclease. P27695. recombinant APE1, TAMRA/BHQ-2 abasic DNA cleavage fluorescence. Potency, µM (series often up to 65.8 µM), for inactives: top-dose activity change, negative = inhibition, hits mostly inhibitors. 0.35% of 350,000 active;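 further: potency means the concentration at half of the fitted maximal effect; plate controls were vehicle for no effect and reference inhibitor for full effect; nearly all actives have a fitted effect of over 55% in size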
Target sequence (P27695 whole entry, looked up): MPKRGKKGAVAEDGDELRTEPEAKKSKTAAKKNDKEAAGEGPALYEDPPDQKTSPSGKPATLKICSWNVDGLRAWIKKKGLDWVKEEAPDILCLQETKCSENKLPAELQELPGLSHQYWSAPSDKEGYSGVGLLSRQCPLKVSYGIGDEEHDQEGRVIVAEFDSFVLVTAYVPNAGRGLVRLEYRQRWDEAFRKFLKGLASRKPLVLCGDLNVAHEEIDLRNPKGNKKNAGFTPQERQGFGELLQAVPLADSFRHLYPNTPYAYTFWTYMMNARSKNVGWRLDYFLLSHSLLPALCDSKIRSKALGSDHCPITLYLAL
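Endonuclease cleavage of a quenched abasic-site DNA duplex (50 nM) by APE1 (0.75 nM) was tracked by TAMRA dequenching. Compounds were preincubated with enzyme 15 min at room temperature; data normalized to buffer-only and DMSO wells plus NSC13755 control.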
BLM helicase inh: blocks DNA unwinding by human BLM helicase; P54132; recombinant BLM DNA unwinding, fluorescence dequenching; Potency, µM (titrated, usually from 56.1 µM), inactives show top-dose activity change, negative = inhibition, usual class: inhibitors; 0.2% of 350,000 active;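 further: potency means the concentration at half of the fitted maximal effect; plate controls were vehicle for no effect and no enzyme for full effect; nearly all actives have a fitted effect of over 35% in size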
Apoferritin bind: candidate novel general anesthetic via apoferritin binding; apoferritin/1-aminoanthracene competitive binding, fluorescence; Potency, µM (doses to about 77.5 µM), for the others: at the top dose activity change, negative = displacement, actives largely listed as inhibitors; 0.074% of 350,000 active; P02791; further: potency means the concentration at half of the fitted maximal effect; on the % scale 0 is the no-effect control and ±100 the full control effect; nearly all actives have a fitted effect of over 20% in size
Target sequence (P02791 2-175 limits assumed): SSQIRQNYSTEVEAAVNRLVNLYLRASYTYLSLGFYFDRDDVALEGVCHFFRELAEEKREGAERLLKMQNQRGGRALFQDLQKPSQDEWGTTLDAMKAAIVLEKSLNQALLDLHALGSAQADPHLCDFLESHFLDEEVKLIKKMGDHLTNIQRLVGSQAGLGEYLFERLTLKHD
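Apoferritin-based anesthetic binding model; compound displacement of fluorescent 1-AMA measured as endpoint fluorescence after 10 minutes at room temperature, scaled to free-ligand and complex controls.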
An asterisk follows results filed as active; ? = inconclusive; nt = no result given; & = joins results of further samples; [ ] = another dose, or the depositor's remark. Unless noted, the call rests on the fitted dose curve; in most records, active means well fitted curve in the direction sought with a large enough effect; inconclusive means small, poorly fitted or top-dose-only effect, or another doubt; inactive means no such curve, though single readings can be large; an effect the other way counts as inactive or inconclusive.

Keys – A = Pol eta inh; B = POLK inh; C = POLB inh; D = GRP78 ERSR act; E = Pol iota inh; F = LDHA block; G = APEX1 inh; H = BLM helicase inh; I = Apoferritin bind
COc1cccc(C2Cc3ccccc3C(=O)O2)c1 (stereo unspecified)
  A = -20% | B = 0% | C = 31% | D = -1% | E = 35%[activator] | F = -3 | G = 14% | H = 3% | I = -4%
O=C1N(Cc2ccccc2)c2ccc(Cl)cc2C1(O)c1c[nH]c2ccccc12 (stereo unspecified)
  A = -24% | B = -10% | C = -7% | D = -6% | E = -10% | F = 0 | G = nt | H = -10% | I = -8%
COC(=O)c1c(NC(=O)c2cccnc2)sc(C(=O)N(C)C)c1C
  A = -5% | B = -11% | C = 42% | D = -2% | E = 0% | F = -7 | G = -3% | H = 1% | I = -7%
CC1(C)CC(=O)c2cnc(NC(=O)CSC(=S)N3CCCCC3)nc2C1
  A = -14% | B = -14% | C = 20% | D = -3% | E = -10%[58.9 µM] | F = -3 | G = 2% | H = 3% | I = 5%
Cc1ccc(C2CCN(C(=O)c3cnn(-c4cccc(Cl)c4)c3C3CCN(C(=O)OC(C)(C)C)CC3)C2)cc1 (stereo unspecified)
  A = 1% | B = -8% | C = 5% | D = -3% | E = -13% | F = 5 | G = nt | H = -8% | I = -19%
COc1ccc(Cn2c(=O)[nH]c3cc(C(=O)NCCCN4CCCCCC4)ccc3c2=O)cc1
  A = -24% | B = -2% | C = -20% | D = -4% | E = 18% | F = -2 | G = -6% | H = 1% | I = -13%
O=C(O)/C=C/C(=O)Nc1ccccc1SC(F)(F)C(F)(F)C(F)(F)F
  A = -6% | B = 4% | C = 24% | D = -5% | E = 43%[activator] | F = -4 | G = -9% | H = -1% | I = -10%
Cc1csc(NC(=O)CSc2nnc(-c3cc(C)on3)o2)n1
  A = 0% | B = ? | C = -1% | D = -1% | E = ? | F = -2 | G = -2% | H = 0% | I = -12%
Cc1cc2c(OCC(CNC(C)(C)C)OC(=O)c3ccccc3)cccc2[nH]1 (stereo unspecified)
  A = nt | B = 2%[19.4 µM] | C = nt | D = -3% | E = nt | F = nt | G = -2% | H = -6% | I = 1%
COC(=O)c1ccc(NC(=S)NN2CCCCC2c2cccnc2)cc1 (stereo unspecified)
  A = -17% | B = 10% | C = -11% | D = 8% | E = -11% | F = -7 | G = 1% | H = 5% | I = -3%

Four structures already listed, arranged by molecular weight, ascending.
Keys – A = Pol eta inh; B = POLK inh; C = POLB inh; D = GRP78 ERSR act; E = Pol iota inh; F = LDHA block; G = APEX1 inh; H = BLM helicase inh; I = Apoferritin bind
COc1cccc(C2Cc3ccccc3C(=O)O2)c1 (stereo unspecified)
  A = -20% | B = 0% | C = 31% | D = -1% | E = 35%[activator] | F = -3 | G = 14% | H = 3% | I = -4%
O=C1N(Cc2ccccc2)c2ccc(Cl)cc2C1(O)c1c[nH]c2ccccc12 (stereo unspecified)
  A = -24% | B = -10% | C = -7% | D = -6% | E = -10% | F = 0 | G = nt | H = -10% | I = -8%
O=C(O)/C=C/C(=O)Nc1ccccc1SC(F)(F)C(F)(F)C(F)(F)F
  A = -6% | B = 4% | C = 24% | D = -5% | E = 43%[activator] | F = -4 | G = -9% | H = -1% | I = -10%
CC1(C)CC(=O)c2cnc(NC(=O)CSC(=S)N3CCCCC3)nc2C1
  A = -14% | B = -14% | C = 20% | D = -3% | E = -10%[58.9 µM] | F = -3 | G = 2% | H = 3% | I = 5%

Remaining list, next part.
Keys – A = Pol eta inh; B = POLK inh; C = POLB inh; D = GRP78 ERSR act; E = Pol iota inh; F = LDHA block; G = APEX1 inh; H = BLM helicase inh; I = Apoferritin bind
CCOC(=O)c1ccc(S(=O)(=O)N2CCN(C(=O)c3ccccn3)CC2)cc1
  A = ? | B = -4% | C = nt | D = -4% | E = 52%[activator] | F = -4 | G = 21% | H = nt | I = nt
COC(=O)CSc1nc2sc3c(c2c(=O)n1-c1ccccc1C)CC(C)(C)OC3
  A = -9% | B = 7% | C = 10% | D = -5% | E = 6% | F = 0 | G = nt | H = -3% | I = -8%
COCCN1CCN(C(=O)C2CCC(=O)N(Cc3ccccc3OC)C2)CC1 (stereo unspecified)
  A = -16% | B = -5% | C = 76% | D = -3% | E = 18% | F = -2 | G = -1% | H = -1% | I = -2%
COc1ccc(OCCn2ccnc2)cc1
  A = -11% | B = 4% | C = 34% | D = -2% | E = -19% | F = -1 | G = 28% | H = -5% | I = -3%
O=C(Cn1cnc2onc(-c3ccc(F)cc3)c2c1=O)N1CCN(c2ccccc2F)CC1
  A = -15% | B = -3% | C = 2% | D = -3% | E = -18% | F = -2 | G = nt | H = -5% | I = -9%
Cc1ccc(NC(=O)Cc2coc3c(C)c(C)ccc23)c(C)c1
  A = 1% | B = -1% | C = 26% | D = 3% | E = -14% | F = 1 | G = nt | H = -1% | I = -9%
O=C1C(=O)N(CCN2CCOCC2)C(c2ccc([N+](=O)[O-])cc2)/C1=C(/O)c1ccc2c(c1)OCO2 (stereo unspecified)
  A = 2% | B = -5% | C = 8% | D = -5% | E = 11% | F = 5 | G = 16% | H = -10% | I = -11%
O=C(CCn1nc(-c2ccccc2)c2ccccc2c1=O)NN1CCOCC1
  A = -3% | B = -1% | C = 9% | D = 0% | E = 88%[activator] | F = -10 | G = 6% | H = 0% | I = -7%
CC(Sc1nc2ccccc2n1C)C(=O)Nc1ccc(N2CCOCC2)cc1 (stereo unspecified)
  A = -15% | B = 3% | C = 0% | D = 0% | E = 26% | F = -1 | G = 4% | H = -2% | I = -9%
COc1cccc(NC(=O)c2ccc(-c3nc(COc4ccc(C)cc4)c(C)o3)cc2)c1
  A = -16% | B = -11% | C = 4% | D = -1% | E = 10% | F = 6 | G = nt | H = -1% | I = -6%
COc1ccc(CNC(=O)c2coc(=O)c3ccccc23)c(OC)c1
  A = -8% | B = 1% | C = -8% | D = -1% | E = 184%[activator] | F = -10 | G = -1% | H = -8% | I = -8%
C#CCN(C)CC/C=C1\c2ccccc2CSc2ccccc21
  A = -12% | B = -19% | C = -25% | D = -7% | E = -11% | F = -1 | G = 1% | H = -9% | I = 8%
CN1C(=O)C(O)(C2OC(C)(C)CCC2=O)c2ccccc21 (stereo unspecified)
  A = -4% | B = -2% | C = 9% | D = -2% | E = 23% | F = -7 | G = 4% | H = -5% | I = 2%
CC(C)CN1CCCC2(CCN(C(=O)c3cccc(F)c3)CC2)C1
  A = nt | B = -1%[60.1 µM] | C = nt | D = -3% | E = nt | F = nt | G = 2% | H = 3% | I = nt
COc1cc(NC(=O)C2=C(C)OCCS2)c(Cl)cc1C(=O)NCCN(C)C
  A = 5% | B = -11% | C = 23% | D = -10% | E = 12% | F = -2 | G = 2% | H = 0% | I = -1%
O=C(CCCN1C(=O)CCC1=O)Nc1ccc(Cl)c(C(F)(F)F)c1
  A = 3% | B = -13% | C = 0% | D = -5% | E = 5% | F = -5 | G = 4% | H = -5% | I = -7%
CC(C)n1cnc2cc(NCc3nc4ccccc4n3C)ccc21
  A = -8% | B = -21% | C = 1% | D = -11% | E = 17% | F = 8 | G = -1% | H = 0% | I = 6%
CC(C)Oc1cccc(C(=O)C2CCCN(C(=O)c3ccsc3)C2)c1 (stereo unspecified)
  A = -8% | B = -1% | C = 6% | D = -2% | E = 8% | F = -9 | G = -2% | H = -2% | I = -17%
CCOc1cc(NC(=O)CCl)c(OCC)cc1NC(C)=O
  A = -6% | B = 3% | C = 1% | D = 2% | E = ? | F = 5 | G = 0% | H = -5% | I = -3%
COc1ccccc1NC(=O)Nc1nc(CC(=O)N2CCN(c3ccccc3F)CC2)cs1
  A = -9% | B = 1% | C = nt | D = 0% | E = ? | F = -2 | G = -13% | H = nt | I = nt
Cc1oc(-c2cccs2)nc1CNC[C@H]1O[C@@H](n2cnc(C(N)=O)n2)[C@H](O)[C@@H]1O
  A = -7% | B = -13% | C = nt | D = 0% | E = ? | F = -7 | G = nt | H = nt | I = nt
Cc1ccc(-n2nnnc2-c2cnoc2-c2cccc(F)c2)cc1
  A = -1% | B = -28% | C = 3% | D = -5% | E = 4% | F = -1 | G = -3% | H = 2% | I = 3%
Cc1nn(C)c(C(=O)Nc2ccc(Br)cc2F)c1Br
  A = -12% | B = -8% | C = 7% | D = -1% | E = -1% | F = -6 | G = 2% | H = -1% | I = 5%
CCN(CC)C(=O)CSc1nc2cc(S(=O)(=O)N3CCOCC3)ccc2n1CC
  A = -17% | B = -2% | C = 37% | D = -2% | E = 26% | F = -6 | G = 15% | H = -2% | I = -7%
CCOC(=O)c1c(C)[nH]c(C(=O)OCC(=O)Nc2ccc(OC)c(Cl)c2)c1C
  A = 1% | B = -12% | C = 31% | D = -1% | E = 8% | F = -12 | G = 13% | H = -1% | I = -12%
COc1ccc(OC)c(NC(=O)c2nnn(CC(=O)Nc3ccc(C(C)C)cc3)c2N)c1
  A = 9% | B = -15% | C = 11% | D = 1% | E = -12% | F = 1 | G = nt | H = -12% | I = 3%
C[C@@]12C=Cc3occc3C1CC[C@@]13C[C@@H](CCC12)[C@@](O)(CO)C3 (stereo partly specified)
  A = nt | B = ? | C = nt | D = -3% | E = nt | F = nt | G = -6% | H = -2% | I = -2%
CS(=O)(=O)Nc1nnc(SCC(=O)Nc2cccc([N+](=O)[O-])c2)s1
  A = -25% | B = 1%[60.1 µM] | C = -1% | D = -4% | E = -9% | F = -4 | G = 4% | H = -1% | I = -4%
O=C(NCc1nnc(SCC(=O)N2CCN(c3ccccc3)CC2)o1)c1ccccc1
  A = -4% | B = 14% | C = 23% | D = -4% | E = 0% | F = 1 | G = 11% | H = 0% | I = -4%
COc1ccc(N(C)S(=O)(=O)c2cccc(C(=O)Nc3ccc4c(c3)OCCO4)c2)cc1
  A = -10% | B = -26% | C = 3% | D = -4% | E = -3% | F = -2 | G = 7% | H = -10% | I = -2%
Cc1ccc(S(=O)(=O)NC(Cc2c[nH]c3ccccc23)C(=O)O)cc1 (stereo unspecified)
  A = -5% | B = -11% | C = nt | D = -3% | E = ? | F = 4 | G = nt | H = nt | I = nt
O=C(CCSCc1ccc(Cl)cc1)NCCc1ccccc1
  A = -14%&-2% | B = -3%[60.1 µM] | C = 0%&3% | D = -3%&-1% | E = -7%&14% | F = 0&-7 | G = 6% | H = -4%&4% | I = -22%&3%

Screening data as filed in PubChem BioAssay.

A portion of the library, so the mix of outcomes need not match the whole.
